# sPLA2-III inh: Blocks human group III sPLA2 activity | 370,000 tested, 0.56% active | Q9NZ20 | inhibition, % at 12.2 µM | QFRET BODIPY PC-A2 liposome hydrolysis, fluorescence;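 active = inhibition above mean plus 3 SD of compounds lying within the high and low control bounds, cut at about 19% in these data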;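 also: 0% = median of test compound wells and 100% = no enzyme DMSO wells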
# Target sequence (Q9NZ20 whole entry, looked up): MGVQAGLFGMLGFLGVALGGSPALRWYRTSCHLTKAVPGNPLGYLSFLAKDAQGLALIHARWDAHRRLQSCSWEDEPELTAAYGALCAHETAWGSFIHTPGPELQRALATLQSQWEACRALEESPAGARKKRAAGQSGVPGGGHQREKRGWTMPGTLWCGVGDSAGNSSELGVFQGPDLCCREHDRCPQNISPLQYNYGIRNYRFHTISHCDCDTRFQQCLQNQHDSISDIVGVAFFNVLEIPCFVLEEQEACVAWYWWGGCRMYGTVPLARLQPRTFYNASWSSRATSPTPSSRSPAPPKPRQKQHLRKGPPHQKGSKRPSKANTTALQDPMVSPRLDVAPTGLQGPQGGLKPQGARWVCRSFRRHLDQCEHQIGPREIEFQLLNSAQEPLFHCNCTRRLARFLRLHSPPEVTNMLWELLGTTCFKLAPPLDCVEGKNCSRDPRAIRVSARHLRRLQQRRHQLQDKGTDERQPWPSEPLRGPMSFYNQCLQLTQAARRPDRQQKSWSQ
# ssDAF-12 act: activates DAF-12 receptor from parasite S. stercoralis. HEK293 ssDAF-12/GRIP1 lit1-tk-luc reporter, luminescence; % of 3 µM dafachronic acid response. 370,000 tested, 1% active. activation, % at 6.8 µM;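 active = activation above the mean over all tested compounds plus 3 SD, cut at about 0.9% in these data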;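 also: 0% = DMSO-only wells and 100% = 3 µM delta7-dafachronic acid wells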
# NPR2 activator: GC-B (human) receptor activation. P20594. HEK293-GC-B cells, CNP EC30, cGMP TR-FRET; 0% at EC30 CNP, 100% saturating CNP. activation, % at 10 µM. 370,000 tested, 0.11% active;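 active = activation at 10 µM reaching about 35% in either raw or pattern-adjusted values, limit read from the data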
# GC-A act: GC-A (human) enzyme activation | P16066 | HEK293 GC-A cells, cGMP TR-FRET, EC30 ANP; 0% at EC30 ANP, 100% saturating ANP | activation, % at 10 µM | 370,000 tested, 0.14% active; in the data active = activation above about 40%
# hgDAF-12 ag: activates the H. glycines DAF-12 receptor ligand-binding domain. HEK293 GAL4-hgDAF12 UAS-luciferase reporter, agonist luminescence; normalized to butyrate control. activation, % at 6.8 µM. 370,000 tested, 1.8% active. AID 687014;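 active = activation above a cutoff set at the mean of all screened compounds plus 3 SD, cut at about 10% in these data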;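 also: 0% = DMSO wells and 100% = sodium butyrate wells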
# SMARCA2 activ: increases SMARCA2 function in MMTV reporter cells; 370,000 tested, 1% active; activation, % at 9.1 µM; MG213 cells, MMTV-luciferase reporter, dexamethasone, overnight; in the data active = activation above about 7.8%;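 also: 0% = vehicle wells and 100% = reference activator wells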
# DAX1 inh-1: inhibitors of human orphan nuclear receptor DAX1 (NR0B1) | HEK293 Gal4-DAX1 luciferase reporter, luminescence | inhibition, % at 6.75 µM | 340,000 tested, 0.99% active | AID 504766;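 active = inhibition above the mean over all tested compounds plus 3 SD, cut at about 4.2% in these data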;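 also: 0% = DAX1-transfected cells with DMSO and 100% = empty-vector control cells with DMSO; inhibition shows as a rise in luminescence from relieved DAX1 repression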
# Target sequence (P51843 207-470 limits assumed): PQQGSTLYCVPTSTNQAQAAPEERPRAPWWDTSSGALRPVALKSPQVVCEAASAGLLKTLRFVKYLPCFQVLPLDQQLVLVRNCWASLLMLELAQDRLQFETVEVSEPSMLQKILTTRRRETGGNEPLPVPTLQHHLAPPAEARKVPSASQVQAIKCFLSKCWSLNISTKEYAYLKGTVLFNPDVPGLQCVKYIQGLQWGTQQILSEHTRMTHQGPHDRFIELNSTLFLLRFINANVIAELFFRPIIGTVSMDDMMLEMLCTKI
# hcDAF-12 act: H. contortus DAF-12 activation, primary screen | HEK293 hcDAF-12 lit1-tk-luc reporter, luminescence; 0% DMSO, 100% Δ7-dafachronic acid | activation, % at 6.8 µM | 370,000 tested, 1.4% active | AID 652067;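 active = activation above the mean of all tested compounds plus 3 SD, cut at about 5.5% in these data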;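 also: 100% = response to 3 µM Δ7-dafachronic acid high control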
# DAX1 inh-2: DAX1 (NR0B1) inhibition, primary screen | 370,000 tested, 1.1% active | HEK293T StAR-luciferase reporter, SF-1/DAX-1 repression relief | inhibition, % at 6.8 µM | AID 652010;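 active = inhibition above the mean over all tested compounds plus 3 SD, cut at about 3.6% in these data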;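 also: 0% = DAX-1 cells with DMSO and 100% = cells lacking DAX-1 with DMSO; higher inhibition means more luminescence from relief of DAX-1 repression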
# KLK7 zymogen act: activators of human kallikrein-7 zymogen | purified proKLK7, EDANS-DABCYL substrate fluorescence; 100% is mature enzyme control, 0% vehicle | activation, % at 7 µM | 370,000 tested, 0.9% active | AID 652039;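 active = activation above the mean of all tested compounds plus 3 SD, computed per campaign excluding outliers beyond control limits, cut at about 13% in these data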
# Target sequence (P49862 whole entry, looked up): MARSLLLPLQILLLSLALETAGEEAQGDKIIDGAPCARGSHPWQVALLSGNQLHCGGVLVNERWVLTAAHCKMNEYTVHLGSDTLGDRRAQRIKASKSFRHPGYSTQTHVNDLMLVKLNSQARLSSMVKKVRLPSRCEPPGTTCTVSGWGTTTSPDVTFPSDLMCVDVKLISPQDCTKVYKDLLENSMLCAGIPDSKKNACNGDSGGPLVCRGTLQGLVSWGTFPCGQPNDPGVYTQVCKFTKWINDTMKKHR
# FXN GAA850 act: frataxin GAA850 promoter activation. HEK293 lucGAA850 FXN promoter luciferase reporter, 24 h; percent of 10 µM SAHA response. activation, % at 6 µM. 360,000 tested, 0.56% active;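 active = activation above the average of all compounds screened plus 3 SD, cutoff fixed separately per campaign, cut at about 7.5% in these data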;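 also: 0% = DMSO wells and 100% = 10 µM SAHA wells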
# The depositor's hits bear a star; / = not tested or not shown.
SMILES,sPLA2-III inh,ssDAF-12 act,NPR2 activator,GC-A act,hgDAF-12 ag,SMARCA2 activ,DAX1 inh-1,hcDAF-12 act,DAX1 inh-2,KLK7 zymogen act,FXN GAA850 act
Cc1cccc(Sc2ccc([N+](=O)[O-])cn2)c1,1.9,-0.8,2.5,-0.2,-0.9,-1.3,0.7,-0.9,-0.2,-0.2,3.1
N#Cc1nc(-c2cccs2)oc1NCc1ccc2c(c1)OCO2,-10.4,-1.1,13.0,17.9,2.9,-0.1,-0.3,-0.2,0.2,-4.4,0.2
CC1=C(C(=O)Nc2cccnc2)C(c2ccccn2)n2nnnc2N1 (stereo unspecified),8.6,-1.1,4.4,5.5,0.5,-3.1,0.7,-1.2,-0.3,0.0,-2.3
CCOc1ccc(S(=O)(=O)N(C)c2ccc(OCC(=O)Nc3ccccc3F)cc2)cc1,-10.4,-1.4,3.1,-0.4,-2.0,-1.3,-0.7,-1.2,-1.2,0.7,2.7
COc1ccc(-c2csc(Nc3ncccn3)n2)cc1C,2.7,-1.2,-3.0,-7.5,5.5,4.2,1.9,-0.1,0.5,-0.9,3.8
Cc1ccc(-n2c(Cc3cccs3)nnc2SCc2ccc([N+](=O)[O-])cc2)cc1,2.6,-2.2,-12.2,-15.5,-3.0,-5.4,/,-3.0,-0.6,0.6,/
O=C(Cc1ccc(Br)cc1)N1CCN(C(=O)c2ccccc2)CC1,7.2,-0.8,-3.3,1.9,1.4,-1.7,-0.1,-0.1,-0.7,-0.1,1.2
COc1ccc(C2CC(c3ccccc3)=NN2C(=O)COC(=O)c2cccc(N)c2)cc1 (stereo unspecified),-15.1,-1.5,6.1,4.4,-0.6,0.0,-0.7,-0.9,-1.1,-4.8,-6.5
COc1ccccc1N1CCN(CC(=O)NCCc2ccc(S(N)(=O)=O)cc2)CC1,-3.4,-1.1,-0.2,7.8,2.5,-0.2,0.1,-0.4,-0.6,0.1,-0.1
Cc1oc2ccc(OCc3cccc(Cl)c3)cc2c1C(=O)O,-4.6,-0.9,-6.4,5.0,-0.9,-0.8,3.1,1.1,0.2,0.5,1.6
COc1ccc(S(=O)(=O)N2CCCCCC2)cc1C(=O)NCCc1ccccc1,-10.1,-1.1,1.3,-1.3,3.1,0.5,0.2,-2.3,-1.6,0.5,0.2
O=c1[nH]c2cc3c(cc2cc1CN(Cc1nnnn1C1CCCC1)C1CCCC1)OCCO3,2.5,-0.5,-5.5,4.7,4.8,4.1,0.7,2.1,1.1,29.3*,0.3
COc1ccccc1NC(=O)CN1CCCCCC1,-1.7,-0.7,-1.8,0.5,1.1,-1.3,-0.2,-1.7,-0.3,0.1,0.7
COC(=O)Cn1c(=NC(=O)c2cccc(OC)c2)sc2cc(OC)ccc21,-1.9,-1.5,16.1,15.4,-0.6,1.2,-0.7,0.5,-1.4,-178.2,-1.8
COc1ccc(C)cc1NC(=O)CN1CCN(CC(=O)Nc2ccccc2F)CC1,-2.0,-1.0,4.1,1.7,-1.5,2.4,0.9,0.0,0.0,0.9,1.2
COc1ccc(C[C@H]2CN3C(=NC[C@@H]3Cc3ccccc3)N2CCNC(=O)CCC2CCCCC2)cc1,-0.1,-1.4,-11.7,-9.7,-1.0,-0.8,0.8,-0.2,-0.5,-0.2,-7.2
CCOC(=O)CNS(=O)(=O)Cc1ccccc1,7.2,-1.3,11.3,0.9,0.9,-1.9,2.3,0.8,0.5,0.3,1.3
COC(=O)Cn1c2[n+](c3ccccc31)CC(O)CS2 (stereo unspecified),0.4,-1.4,2.8,0.7,-1.8,-1.6,0.3,-1.4,-0.5,-0.4,-2.3
COc1ccc(-c2sc3ccc(-c4ccc5c(c4)OCO5)cc3c2-c2ccc(OC)nc2)cc1,12.9,-1.0,3.7,0.3,1.4,-0.5,2.4,-1.6,0.5,-0.2,2.3
CCN(CC)CCCNC(=O)C1CCCN(c2nnc(N3CCCC3=O)s2)C1 (stereo unspecified),4.0,-0.1,5.5,-0.1,1.4,0.0,1.7,-0.4,-0.3,-1.1,1.0
O=C1C=C(c2ccc(C(=O)O)c(Cl)c2)C[C@@H](c2ccc3c(c2)OCO3)C1,2.7,-0.7,-0.6,-1.0,0.7,0.6,1.4,-0.1,0.4,0.0,-0.9
O=[N+]([O-])c1ccc(O)c(C(C#Cc2ccccc2)N2CCOCC2)c1 (stereo unspecified),-11.5,-1.4,-2.5,3.8,4.7,-3.3,-1.0,-0.1,0.7,-0.1,5.3
OC1C2(Cc3ccccc3)CN3CCN(C2)CC1(Cc1ccccc1)C3 (stereo unspecified),-2.1,-1.1,0.7,4.7,1.0,-0.9,3.6,-0.5,-0.3,-0.1,-3.0
Cc1noc(C)c1COc1ccccc1C(=O)NNC(=O)c1ccccc1,-0.9,-0.9,-2.6,0.7,0.2,0.9,0.9,-2.1,-0.5,0.3,-1.1
Cc1ccccc1Cn1cc(CN2[C@@H](Cc3ccccc3)COc3cc(Br)ccc3S2(=O)=O)nn1,7.1,-0.7,14.0,-2.8,-1.9,-3.6,/,0.1,-0.2,0.2,/
SMILES,sPLA2-III inh,ssDAF-12 act,NPR2 activator,GC-A act,hgDAF-12 ag,SMARCA2 activ,DAX1 inh-1,hcDAF-12 act,DAX1 inh-2,KLK7 zymogen act,FXN GAA850 act
CCC(=O)Nc1cccc(NC(=O)c2cccc([N+](=O)[O-])c2C)c1,-0.5,-1.5,3.9,3.0,-0.5,-1.9,-1.6,-0.2,-0.3,-0.5,0.3
O=C(COC(=O)C1COc2ccccc2O1)Nc1cccc(S(=O)(=O)N2CCCCC2)c1 (stereo unspecified),-6.5,-1.9,-4.9,3.5,-1.5,3.1,0.6,0.0,-0.4,-0.1,2.3
CCc1cccc(NC(=O)CN(C)S(=O)(=O)c2cccs2)c1,3.5,-1.2,-2.7,-2.3,1.4,-0.3,-0.3,0.5,-0.5,-0.9,3.4
COc1ccc(-c2nnc(SCC(=O)c3ccc[nH]3)o2)cc1,-28.2,0.9,-2.6,-2.7,14.2*,5.1,0.2,5.0,2.8,1.0,3.3
O=C(NCCOc1ccccc1)C1CCN(C(=O)Nc2ccccc2)CC1,2.1,-1.0,9.6,-1.2,-2.7,-4.7,1.1,-1.2,0.3,0.6,-1.9
O=C(C1CCCN(S(=O)(=O)c2cccc3nonc23)C1)N1CCN(c2ccccc2Cl)CC1 (stereo unspecified),-5.5,-1.5,-1.9,-1.0,0.9,-2.5,-2.7,-0.1,-0.1,1.3,0.3
CN(C)CCOC1c2ccccc2CSc2ccccc21 (stereo unspecified),-5.8,-1.4,-12.7,-10.8,0.4,-1.7,1.1,-1.6,0.2,-0.6,-0.1
Cc1csc(NC(=O)CN2C(=O)C3CC=CCC3C2=O)n1 (stereo unspecified),-1.6,-0.3,3.5,5.7,2.2,0.1,0.5,4.2,0.4,-0.5,2.2
COc1cc(OC)c(-n2cc(-c3ccc(OC)c(OC)c3)[nH]c2=S)cc1Cl,3.3,-1.5,-0.1,-0.6,1.5,1.3,0.6,-1.0,-0.4,-0.2,-0.6
O=C(Cc1ccc(Cl)cc1Cl)OCC(=O)N1CCN(C(=O)c2ccco2)CC1,3.5,-0.8,0.3,-2.0,-3.2,-4.4,-1.5,-1.9,-0.2,-0.1,-0.1
O=C(c1ccco1)N1CCN(C(c2cccs2)c2sc3ncnn3c2O)CC1 (stereo unspecified),10.3,-1.1,5.1,1.9,-2.1,-2.0,0.4,0.9,-0.2,0.6,-0.3
COc1ccc(S(=O)(=O)Nc2ccc(NC(C)=O)cc2)cc1,0.8,-1.4,3.8,-0.5,-2.1,2.1,0.8,-0.3,-0.6,0.3,-2.8
O=C(CCc1nc2ccccc2c(=O)[nH]1)N1CCN(S(=O)(=O)c2ccc(F)cc2)CC1,-0.6,-0.9,-9.6,-5.6,0.1,-1.4,-0.1,0.7,0.5,0.1,0.0
CCOc1ccccc1OCC(=O)Nc1cccc(S(=O)(=O)N2CCCCCC2)c1,-25.5,-1.1,0.6,-3.1,-1.5,-3.5,-0.5,-0.8,-1.5,0.4,0.6
COCCN(C(=O)c1csnn1)C(C(=O)NC(C)(C)C)c1cccc(OC)c1 (stereo unspecified),-0.5,-1.4,-1.1,4.2,0.2,-1.4,1.2,-1.9,-0.1,-0.2,-3.2
COc1ccc(C(=O)c2no[n+]([O-])c2C(=O)c2ccc(OC)cc2)cc1,-3.9,-0.6,2.5,6.3,2.2,0.1,-0.1,-1.1,-0.3,0.2,0.3
CC(=O)Nc1cc(-c2cccc(C)c2)cn2c(-c3ccc(S(C)(=O)=O)cc3)cnc12,-0.7,-0.9,20.7,3.5,-0.6,1.7,/,-1.3,-3.5,-2.9,-0.9
COc1cccc(CNC(=O)COc2cccc3c2OC(C)(C)C3)c1,2.2,-1.4,-3.7,-0.4,0.4,-1.6,-0.9,-1.5,3.0,0.1,0.9
COc1ccc(C(=O)N2CCCC(N3CCN(c4ccccc4OC)CC3)C2)c(OC)n1 (stereo unspecified),5.5,-1.5,-0.7,2.2,1.9,-1.3,0.4,-1.6,0.2,0.0,-1.0

# 9 structures already listed, sorted by molar mass, descending.
SMILES,sPLA2-III inh,ssDAF-12 act,NPR2 activator,GC-A act,hgDAF-12 ag,SMARCA2 activ,DAX1 inh-1,hcDAF-12 act,DAX1 inh-2,KLK7 zymogen act,FXN GAA850 act
O=C(C1CCCN(S(=O)(=O)c2cccc3nonc23)C1)N1CCN(c2ccccc2Cl)CC1 (stereo unspecified),-5.5,-1.5,-1.9,-1.0,0.9,-2.5,-2.7,-0.1,-0.1,1.3,0.3
O=C(CCc1nc2ccccc2c(=O)[nH]1)N1CCN(S(=O)(=O)c2ccc(F)cc2)CC1,-0.6,-0.9,-9.6,-5.6,0.1,-1.4,-0.1,0.7,0.5,0.1,0.0
CCOc1ccccc1OCC(=O)Nc1cccc(S(=O)(=O)N2CCCCCC2)c1,-25.5,-1.1,0.6,-3.1,-1.5,-3.5,-0.5,-0.8,-1.5,0.4,0.6
O=C(c1ccco1)N1CCN(C(c2cccs2)c2sc3ncnn3c2O)CC1 (stereo unspecified),10.3,-1.1,5.1,1.9,-2.1,-2.0,0.4,0.9,-0.2,0.6,-0.3
COCCN(C(=O)c1csnn1)C(C(=O)NC(C)(C)C)c1cccc(OC)c1 (stereo unspecified),-0.5,-1.4,-1.1,4.2,0.2,-1.4,1.2,-1.9,-0.1,-0.2,-3.2
COc1cccc(CNC(=O)COc2cccc3c2OC(C)(C)C3)c1,2.2,-1.4,-3.7,-0.4,0.4,-1.6,-0.9,-1.5,3.0,0.1,0.9
CCC(=O)Nc1cccc(NC(=O)c2cccc([N+](=O)[O-])c2C)c1,-0.5,-1.5,3.9,3.0,-0.5,-1.9,-1.6,-0.2,-0.3,-0.5,0.3
Cc1csc(NC(=O)CN2C(=O)C3CC=CCC3C2=O)n1 (stereo unspecified),-1.6,-0.3,3.5,5.7,2.2,0.1,0.5,4.2,0.4,-0.5,2.2
CN(C)CCOC1c2ccccc2CSc2ccccc21 (stereo unspecified),-5.8,-1.4,-12.7,-10.8,0.4,-1.7,1.1,-1.6,0.2,-0.6,-0.1

# Screens deposited in PubChem by several laboratories.

# Hits appear at their usual frequency (roughly 6.7% active in at least one column).
